TMEM16A inh = blocks the mouse calcium-activated chloride channel TMEM16A | actives 1.2% (n = 310,000) | normalized B-score (activity score, 25-100; higher = stronger inhibition) at 10 µM | HEK293 TMEM16A/YFP iodide influx fluorescence, ionomycin;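 active = ratio plate-corrected score three or more library SD toward inhibition, starting fluorescence score within five deviations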;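 note: score derived from kinetic fluorescence span divided by baseline fluorescence per well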
KCNQ1 pot = human KCNQ1 channel potentiation or activation | P51787 | CHO-K1 KCNQ1, thallium flux FluxOR fluorescence; hits give high values | B-score at 10 µM | actives 0.35% (n = 310,000) | AID 2648;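 active = fluorescence ratio B-score, a plate-corrected score, at least three library SD, with initial intensity B-score within 5 SD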
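Assay system: CHO-K1 cells stably expressing KCNQ1; Medium: assay buffer with matched DMSO; Also added: K+/Tl+ depolarizing stimulus; Dosing: single dose; Timing: dye 90 min, compound 20 min, room temperature; Measured by: kinetic FluxOR thallium fluorescence, 10-s 1-Hz baseline, 110-s post-stimulus read; Read-out: peak-minus-minimum fluorescence over initial fluorescence, negative-control normalized, B-scored.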
KCNQ1 block = human KCNQ1 channel inhibition; AID 2642; B-score at 10 µM; actives 1.3% (n = 310,000); P51787; CHO-K1 KCNQ1, FluxOR thallium flux fluorescence; hits give high values;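 active = compounds whose thallium flux B-score, printed positive for inhibition, exceeds three library SD while starting fluorescence stays within three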;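 note: channel opened by potassium depolarization with thallium stimulus after 20 min compound exposure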
RGS4 pot = potentiators or activators of RGS4; B-score at 10 µM; actives 0.92% (n = 310,000); HEK293 M3R/inducible RGS4, carbachol calcium flux Fluo4; hits give low values;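 active = B-score of the integrated calcium signal more than 4 SD below the library mean, with starting fluorescence not abnormally high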;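 note: negative B-score means reduced calcium response which marks RGS4 activation or potentiation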
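System: HEK293 FlpIn-TREx cells, stable M3R, doxycycline-inducible RGS4. Timing: overnight RGS4 induction, 30 min dye load 37 °C, 20 min compound RT. Also added: carbachol, ECmax concentration. Measured by: Fluo4 fluorescence kinetic imaging of calcium. Evaluation: integrated calcium ratio converted to B score.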
SKKanGAS inh = blocks kanamycin growth of S. pyogenes SKKanGAS strain; BacTiter-Glo, 6 h; actives 1.3% (n = 300,000); inhibition, % at 7.5 µM; AID 1662;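 active = mean replicate score, as percent of positive control median, at least 50; inconclusive = mean below 50 but one replicate at or above 50; inactive = mean and every replicate below 50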;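 note: strain carries kanamycin resistance gene driven by streptokinase promoter and grows in 40 µg/ml kanamycin; loss of luminescence reflects streptokinase promoter inhibition or plain growth inhibition; 0% = median of DMSO wells and 100% = positive control at its reference dose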
KCNK9 inh = human KCNK9 channel inhibition | B-score at 10 µM | actives 1.2% (n = 310,000) | HEK293 KCNK9, FluxOR thallium flux fluorescence; hits give low values;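 active = ratio B-score over 3 SD below the library mean, with starting fluorescence within 5 SD of its mean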;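 note: negative B-score means less thallium flux so channel inhibition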
Target sequence (Q9NPC2 whole entry, looked up): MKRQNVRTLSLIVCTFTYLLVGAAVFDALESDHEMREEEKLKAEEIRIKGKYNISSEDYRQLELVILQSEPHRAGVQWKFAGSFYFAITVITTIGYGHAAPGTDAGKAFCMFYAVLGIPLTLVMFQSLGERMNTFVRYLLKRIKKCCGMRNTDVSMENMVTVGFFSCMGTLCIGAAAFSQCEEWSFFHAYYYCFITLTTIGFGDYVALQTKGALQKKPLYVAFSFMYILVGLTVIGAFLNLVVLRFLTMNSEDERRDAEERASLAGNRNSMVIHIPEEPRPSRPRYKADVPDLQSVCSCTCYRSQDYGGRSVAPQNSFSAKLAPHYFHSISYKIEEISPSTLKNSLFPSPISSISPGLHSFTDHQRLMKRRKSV
RGS4 block = inhibitors of human RGS4; P49798; B-score at 10 µM; actives 0.45% (n = 310,000); HEK293 M3R/RGS4 inducible, Fluo-4 calcium flux; hits give high values; triggered by carbachol at its EC20; AID 463165;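 active = B-score, a plate-corrected calcium signal, over three deviations above library mean, with baseline fluorescence within five deviations of library mean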;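 note: RGS4 expression induced by doxycycline in cells with stable M3 receptor; B-score is computed from the integrated fluorescence ratio over baseline after carbachol; higher B-score means a larger calcium signal and so more RGS4 inhibition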
Target sequence (P49798 whole entry, looked up): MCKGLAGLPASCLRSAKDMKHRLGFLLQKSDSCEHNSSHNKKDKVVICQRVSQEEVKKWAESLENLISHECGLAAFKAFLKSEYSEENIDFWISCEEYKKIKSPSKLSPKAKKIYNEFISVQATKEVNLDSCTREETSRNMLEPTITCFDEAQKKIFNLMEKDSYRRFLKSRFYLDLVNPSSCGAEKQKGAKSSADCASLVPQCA
HDAC3 inhib = blocks human histone deacetylase 3; O15379; recombinant HDAC3, fluorogenic peptide/trypsin coupled, fluorescence; inhibition, % at 8.3 µM; actives 0.15% (n = 320,000); AID 2718; in the data active = inhibition above about 26%, passing the limit was not always enough; inconclusive = no clear call, values can overlap the other calls
ANO1 activ = mouse TMEM16A channel activation, primary screen; Q8BHY3; HEK293 TMEM16A/YFP-H148Q/I152L, iodide quench fluorescence; hits give low values; B-score at 10 µM; actives 0.3% (n = 340,000);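 active = fluorescence-ratio B-score plate-corrected deviation score at least 3 library SD below zero, with starting fluorescence score within 5 deviations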;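 note: channel opened by trigger with iodide after compound preincubation; score built on the fluorescence ratio of max minus min over baseline; more negative score means more quench and so TMEM16A activation or potentiation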
KCNK3 inh = human KCNK3 channel inhibition, primary screen | O14649 | CHO-KCNK3 thallium flux, FluxOR fluorescence; hits give low values | B-score at 10 µM | actives 0.84% (n = 340,000) | AID 602410;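 active = B-score under library mean minus 4 SD, starting fluorescence ratio at most library mean plus 5 SD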;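 note: more negative B-score means stronger inhibition of thallium flux through KCNK3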
Target sequence (O14649 whole entry, looked up): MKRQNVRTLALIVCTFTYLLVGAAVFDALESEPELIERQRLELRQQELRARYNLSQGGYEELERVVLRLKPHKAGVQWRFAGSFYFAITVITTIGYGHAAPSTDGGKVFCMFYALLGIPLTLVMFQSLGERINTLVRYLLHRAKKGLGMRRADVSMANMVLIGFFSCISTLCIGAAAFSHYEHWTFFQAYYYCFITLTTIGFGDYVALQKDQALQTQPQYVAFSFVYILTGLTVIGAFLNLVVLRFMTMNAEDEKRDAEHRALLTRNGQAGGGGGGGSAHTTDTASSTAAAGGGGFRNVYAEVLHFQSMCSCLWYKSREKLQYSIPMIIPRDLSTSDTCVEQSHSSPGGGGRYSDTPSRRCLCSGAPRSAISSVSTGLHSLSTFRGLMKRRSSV
hERG protect = shields human hERG channel from block by proarrhythmic agents. activation (rescue from dofetilide block), less the hit threshold, % at 10 µM. AID 1511. actives 0.51% (n = 310,000). CHO-hERG, FluxOR thallium flux, dofetilide IC70 present;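 active = activation above the mean of controls blocked by dofetilide plus 5 SD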;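 note: thallium influx through hERG after potassium depolarization seen as dye fluorescence rise; in these data hits start at about 4.7%; inactives centre near -7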
* marks the source's active call; other numbers are inactive results; i = inactive; ? = inconclusive; nt = not tested or not shown.

SMILES | TMEM16A inh | KCNQ1 pot | KCNQ1 block | RGS4 pot | SKKanGAS inh | KCNK9 inh | RGS4 block | HDAC3 inhib | ANO1 activ | KCNK3 inh | hERG protect
Cc1ccc(C(=O)C2=C(O)C(=O)N(Cc3cccnc3)C2c2ccc(N(C)C)cc2)o1 (stereo not given) | i | i | i | i | 1 | i | i | 4 | i | i | -5
CC1(C)Cc2c(cnn2-c2ccc(F)cc2)C(NC(=O)C(C)(C)O)C1 (stereo not given) | i | i | i | i | 3 | i | i | 7 | i | i | -7
COc1ccc(OCc2n[nH]c(=S)o2)cc1 | i | i | i | i | 1 | i | i | -9 | i | i | -7
COC(=O)CSc1nnc(C2COc3ccccc3O2)n1-c1ccccc1 (stereo not given) | i | i | i | i | -5 | i | i | -2 | i | i | -1
O=C(C[n+]1cn(C(F)F)c2ccccc21)c1ccc(OC(F)F)cc1 | i | i | i | i | 0 | i | i | -1 | i | i | -5
COc1cc2c(cc1OC)C(c1ccccc1Br)NC(=O)C2 (stereo not given) | i | i | i | i | 1 | i | i | 2 | i | i | -2
COc1cc(C2C(C(C)=O)=C(O)C(=O)N2c2ccc(C)cc2)ccc1O (stereo not given) | i | i | i | i | 9 | i | i | 0 | i | i | -10
CCOC(=O)c1c(C)nc2c(C#N)cnn2c1C | i | i | i | i | 0 | i | i | -1 | i | i | -5
O=C(Cc1ccccc1[N+](=O)[O-])Nc1ccccc1C(=O)N1CCOCC1 | i | i | i | i | -8 | i | i | 2 | i | i | -5
COc1ccc(-c2cc(C(=O)NCC(C)C)no2)cc1 | i | i | i | i | -2 | i | i | nt | i | i | -13
Cc1csc(N(C(=O)Cc2ccccc2F)c2ccccc2)n1 | i | i | i | i | -6 | i | i | -2 | i | i | -10
CC(C)C(c1nnnn1CC1CCCO1)N1CCN(Cc2ccc3c(c2)OCO3)CC1 (stereo not given) | i | i | i | i | 6 | i | i | 2 | i | i | -3
Cc1ccc(CNC(=O)C(=O)NCC2OCCN2S(=O)(=O)c2ccc(Br)cc2)cc1 (stereo not given) | i | i | i | i | 2 | i | i | -2 | i | i | -9
CCOc1cccc(NC(=O)/C(C#N)=C\c2cn(CC(=O)O)c3ccccc23)c1 | i | i | i | i | 10 | i | i | 9 | i | i | -2
CC(C)(Cc1ccc(O)cc1)NC(=O)CC(=O)N/N=C/c1ccc(Cl)cc1 | i | i | i | i | 1 | i | i | 4 | i | i | -4
Cc1cc(C(=O)CS(=O)(=O)c2ccccc2)cc(C)c1O | i | i | i | i | -4 | i | i | -4 | i | i | -6
COc1ccc(CCNC(=O)COc2ccc(S(=O)(=O)N3CCOCC3)cc2C)cc1 | i | i | i | i | 0 | i | i | -6 | i | i | -9
CC(=O)c1cccc(NC(=O)COC(=O)COc2ccccc2C)c1 | i | i | i | i | -12 | i | i | 7 | i | i | -5
Cn1c(N2CCCCC2)cc(=O)n(C)c1=O | i | i | i | i | 2 | i | i | 0 | i | i | -3
Nc1nnc(-c2cn(-c3ccccc3)nc2-c2ccccc2)o1 | i | i | i | i | -17 | i | i | -5 | i | i | -4
CSc1nc(NC(C)(C)C)nc(N2CCOCC2)n1 | i | i | i | i | 12 | i | i | 0 | i | i | -5
Oc1ccc2ccccc2c1C1Nc2cccc3cccc(c23)N1 | i | i | i | i | 25 | i | i | 3 | i | i | -12
COc1ccc(-c2[nH]nc3c2C(c2ccncc2)C(C#N)=C(N)O3)cc1 (stereo not given) | i | i | i | i | 14 | i | i | 7 | i | i | -7
Cc1nccn1S(=O)(=O)c1ccc(Br)cc1Br | i | i | i | i | 5 | i | i | 3 | i | i | -10
CC1=C(C(=O)OCC2CCCO2)C(c2ccc(C)o2)C2=C(CC(c3ccc(F)cc3)CC2=O)N1 (stereo not given) | i | i | i | i | -2 | i | i | 8 | i | i | -11
CCN(CC)c1ccc(-c2sc(Nc3ccccc3)n[n+]2-c2ccc(F)cc2)cc1 | i | i | i | i | 0 | i | i | 16 | i | i | -50
O=C(COc1ccc2ccccc2c1)NCCn1ccc2ccccc21 | i | i | i | i | -9 | i | i | 7 | i | i | -15
CC(C)CC(NC(=O)c1cccs1)c1nnc(SCc2ccc(Cl)c(Cl)c2)n1C (stereo not given) | i | i | i | i | 9 | i | i | 9 | i | i | -3
c1ccc(C2=NN(c3ccccc3)CC2)cc1 | i | i | i | i | -2 | i | i | nt | i | i | -11
O=C(O)C[C@H]1c2cc(F)ccc2S(=O)(=O)N1Cc1ccccc1 | i | i | i | i | 2 | i | i | -5 | i | i | -1
COC(=O)c1c(C)nn(-c2ccccc2)c1N | i | i | i | i | -6 | i | i | -1 | i | i | -3
CC(=O)Nc1ccc(NC(=O)C(C)OC(=O)CSc2ccc(Br)cc2C)cc1 (stereo not given) | i | i | i | i | -2 | i | i | -10 | i | i | -7
COc1ccc(C2Nc3ccccc3C(=O)N2C2CCCCC2)cc1 (stereo not given) | i | i | i | i | 4 | i | i | -36 | i | i | -7
Cc1cc(C)n2nc(CC(=O)NNC(=O)COc3cccc(C)c3C)nc2n1 | i | i | i | i | -5 | i | i | -4 | i | i | -10
Cc1ccc(S(C)(=O)=O)cc1S(=O)(=O)Nc1cccc(Cl)c1 | i | i | i | i | 18 | i | i | 5 | i | i | -8
Cc1ccc2[nH]c(=O)c(CN(CC3COCCO3)C(=O)Nc3ccccc3F)cc2c1 (stereo not given) | i | i | i | i | 3 | i | i | -3 | i | i | -15
O=C(CN1C(=O)COc2ccccc21)N1CCCc2ccccc21 | i | i | i | i | -8 | i | i | -4 | i | i | -9
CCOC(=O)C1CN(S(=O)(=O)c2ccccc2)CCN1S(=O)(=O)c1ccccc1 (stereo not given) | i | i | i | i | -2 | i | i | -2 | i | i | -8
CCOP(=O)(OCC)C(Nc1ccc(C)cc1)c1ccco1 (stereo not given) | i | i | i | i | -6 | i | i | 5 | i | i | -13
CN(CCC1CCOCC1)C(=O)CC1C(=O)NCCN1CC1CCCCC1 (stereo not given) | i | i | i | i | -4 | i | i | -3 | i | i | -5
Cn1nc(-c2ccccc2)cc1NC(=O)C1CCCCC1 | i | i | i | i | -14 | i | i | -1 | i | i | -5
CC(=O)Nc1ccc(NC(=O)C(C)OC(=O)CN(C)S(=O)(=O)c2ccc(Cl)cc2)cc1 (stereo not given) | i | i | i | i | 6 | i | i | -7 | i | i | -7
CC1CCN(C(=S)SCc2nc(N)nc(Nc3ccccc3)n2)CC1 | i | i | i | i | -3 | i | i | 5 | i | i | -10
CC(Oc1ccc(Cl)cc1Cl)C(=O)N/N=C1\CCCc2ccccc21 (stereo not given) | i | i | i | i | -2 | i | i | 0 | i | i | -5
O=C(c1cc2ncc(Br)cn2n1)N1CCN(C(=O)c2ccco2)CC1 | i | i | i | i | 0 | i | i | 1 | i | i | -8
CCCCCCCCn1c(=O)c(C(=O)OC)c(N)c2ccccc21 | 100* | i | i | i | 3 | i | i | 2 | i | i | -14
O=C(NNC(=S)NC(=O)c1ccccc1[N+](=O)[O-])c1ccccc1O | i | i | i | i | 0 | i | i | 5 | i | i | -20
OCCC1CN(Cc2ccccc2-c2ccco2)CCN1Cc1ccsc1 (stereo not given) | i | i | i | i | -6 | i | i | 0 | i | i | -15
Cc1cccc(CCNS(=O)(=O)c2cc3c(cc2C)NC(=O)CO3)c1 | i | i | i | i | 1 | i | i | -4 | i | i | -7
Cc1cc(SCC(=O)c2cc(C)n(C)c2C)nc2ccccc12 | i | i | i | i | -8 | i | i | -2 | i | i | -8
C/C(=N/NC(=O)CNC(=O)C1COc2ccccc2O1)c1cccc(O)c1 (stereo not given) | i | i | i | i | 3 | i | i | 0 | i | i | -17
COc1cc2sc(C)nc2c2ccccc12 | i | i | i | i | 10 | i | i | -2 | i | i | -8
Cc1ccc(CN2CCN(/N=C/c3ccco3)CC2)c(C)c1 | i | i | i | i | 1 | i | i | 3 | i | i | -16
COC(=O)C1=C(C)N=C2SC(C)C(=O)N2C1c1cccs1 (stereo not given) | i | i | i | i | -1 | i | i | -5 | i | -12* | -5
Cc1c(Br)c([N+](=O)[O-])nn1CCCC(=O)Nc1sc2c(c1C#N)CCC2 | i | i | i | i | 0 | i | i | 0 | i | i | -14
O=C(NCCc1c[nH]c2ccccc12)c1ccc(-n2cnnn2)cc1 | i | i | i | i | 3 | i | i | 5 | i | i | -5
COC(=O)Nc1sc2nc(C)cc(C)c2c1-n1cccc1 | i | i | i | i | 2 | i | i | 1 | i | i | -19
CCC(=O)N1c2ccccc2NC2=C(C(=O)CCC2)C1c1cccnc1 (stereo not given) | i | i | i | i | 0 | i | i | ? | i | i | -10
COCCNC(=O)CCc1c(C)nc2nc(-c3cc(OC)cc(OC)c3)nn2c1C | i | i | i | i | -10 | i | i | 5 | i | i | -11
COc1ccccc1NS(=O)(=O)c1ccc(Cl)c(NC(=S)NC(=O)C2CCCC2)c1 | i | i | i | i | 23 | i | i | 12 | i | i | -4

Other results:
SMILES | TMEM16A inh | KCNQ1 pot | KCNQ1 block | RGS4 pot | SKKanGAS inh | KCNK9 inh | RGS4 block | HDAC3 inhib | ANO1 activ | KCNK3 inh | hERG protect
O=C(CN(c1cccc([N+](=O)[O-])c1)S(=O)(=O)c1ccccc1)N1CCCCC1 | i | i | i | i | -3 | i | i | -8 | i | i | -5
O=C(Nc1c(F)cc(F)cc1Br)C1CCCO1 (stereo not given) | i | i | i | i | 1 | i | i | 1 | i | i | -5
O=S(=O)(NCCc1ccccc1)c1ccccc1 | i | i | i | i | -1 | i | i | 1 | i | i | -6
c1c(C2CCCCC2)n[nH]c1CN1CCCCC1 | i | i | i | i | 2 | i | i | 9 | i | i | -10
COc1ccc(/C=N/Nc2nnc(Cc3ccc(OC)c(OC)c3)c(=O)[nH]2)cc1OC | i | i | i | i | 0 | i | i | 9 | i | i | -6
Cc1ccc(CSCC(=O)NCc2ccc(F)cc2)cc1 | i | i | i | i | -6 | i | i | -11 | i | i | -4
